TAAR1 ag: human TAAR1 agonists, primary screen, Fluo-8 calcium fluorescence, CHO RD-HGA16 cells; activation, % at 3 µM; Trace amine-associated receptor 1 (Homo sapiens), Q96RJ0; vehicle wells 0%, saturating PEA agonist 100%; hit rate 0.99% among 360,000;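 active means activation above the mean activation of all test compounds in the run plus 3 SD, cut at about 38% in these data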
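Benchmarks: low control DMSO, high control PEA (EC100); System: CHO RD-HGA16 cells carrying human TAAR1 plus Gα16; Detection: Fluo-8 fluorescence, 5 s baseline then 140 s kinetic read; Schedule: 17-24 h plating, Fluo-8 75 min 37 °C, 30 min RT; Read-out basis: % activation from peak over basal fluorescence ratio, DMSO-to-PEA scaled.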
CHO-K1 Ca antag: M1 antagonist counterscreen hit in parental CHO-K1 cells; ATP-induced calcium, Fluo-8 fluorescence; inhibition, % at 3 µM; hit rate 0.6% among 360,000; AID 602250;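 active means inhibition above a per-plate cutoff, the plate's mean sample inhibition plus 3 SD, cut at about 24% in these data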;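 further: 0% = DMSO plus EC80 ATP and 100% = DMSO alone without ATP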
CHRM1 antagonist: human M1 muscarinic receptor antagonists, primary screen, CHO-K1 cells, Fluo-8 calcium fluorescence, 1536-well. Muscarinic acetylcholine receptor M1 (Homo sapiens), P11229. CHO-K1 hM1, ACh EC80 antagonist. inhibition, % at 3 µM. hit rate 1.3% among 360,000. AID 588852, 2011;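 active means percent inhibition above its own plate's cutoff, namely the mean of that plate's compound wells plus 3 SD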;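 further: peak over basal fluorescence ratio during 140 s after agonist addition; 0% = ACh EC80 plus DMSO and 100% = DMSO alone without agonist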
Target sequence (P11229 whole entry, looked up): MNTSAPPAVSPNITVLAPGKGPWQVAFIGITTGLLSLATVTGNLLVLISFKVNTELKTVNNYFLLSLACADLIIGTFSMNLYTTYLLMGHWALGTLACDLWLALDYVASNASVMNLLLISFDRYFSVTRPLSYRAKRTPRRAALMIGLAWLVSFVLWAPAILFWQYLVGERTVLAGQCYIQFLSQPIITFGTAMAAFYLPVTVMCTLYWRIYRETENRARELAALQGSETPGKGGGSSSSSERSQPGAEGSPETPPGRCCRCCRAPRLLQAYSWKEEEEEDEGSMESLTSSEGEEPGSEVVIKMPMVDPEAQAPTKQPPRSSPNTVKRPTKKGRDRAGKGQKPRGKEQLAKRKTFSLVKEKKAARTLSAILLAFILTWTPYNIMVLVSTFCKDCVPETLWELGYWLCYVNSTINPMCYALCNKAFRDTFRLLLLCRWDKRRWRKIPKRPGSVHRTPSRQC
TAAR1 antag: human TAAR1 antagonists, primary screen, Fluo-8 calcium fluorescence, CHO RD-HGA16 cells; Trace amine-associated receptor 1 (Homo sapiens), Q96RJ0; antagonist; inhibition, % at 3 µM; hit rate 1.5% among 360,000;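 active means inhibition above a per-plate cutoff, the mean inhibition of test compounds on that plate plus 3 SD, cut at about 49% in these data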;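 further: 0% = DMSO plus EC80 beta-PEA response and 100% = DMSO alone without agonist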
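Material: RD-HGA16 CHO cells with stable hTAAR1 and Gα16; Dosing: single nominal final test compound concentration of 3 µM; Schedule: seeding 17-24 h prior, 75-min 37 °C, 30-min RT dye loading; Detection: kinetic Fluo-8 calcium fluorescence measurement; Measure: % inhibition from peak post-agonist over basal fluorescence ratio; Benchmarks: vehicle and agonist controls.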
CHRM1 agonist: human M1 muscarinic receptor agonists, primary screen, Fluo-8 calcium fluorescence, CHO-K1 cells, HTS; Muscarinic acetylcholine receptor M1 (Homo sapiens), P11229; CHO-K1 hM1, agonist mode; 0% DMSO, 100% acetylcholine EC100; activation, % at 3 µM; hit rate 0.33% among 360,000; AID 588814, 2011;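 active means activation above the run's mean compound activation plus 3 SD, cut at about 16% in these data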;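 further: peak over basal fluorescence ratio within a 140 s kinetic read after compound addition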
OXTR potentiate: human OXTR potentiators, primary screen, fluorescence, CHO-OTR cells, Fluo-8 calcium; Oxytocin receptor (Homo sapiens), P30559; Fluo-8 calcium fluorescence, potentiator mode; 0% = oxytocin EC15, 100% = EC100; activation, % at 3 µM; hit rate 0.061% among 320,000; AID 2445, 2010;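 active means activation above that plate's cutoff, the mean activation of tested compounds plus 3 SD, cut at about 6.6% in these data, passing the limit was not always enough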;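 further: 100% uses oxytocin at 75 nM as the full agonist control; some results filed as inactive read as strong as hits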
Target sequence (P30559 whole entry, looked up): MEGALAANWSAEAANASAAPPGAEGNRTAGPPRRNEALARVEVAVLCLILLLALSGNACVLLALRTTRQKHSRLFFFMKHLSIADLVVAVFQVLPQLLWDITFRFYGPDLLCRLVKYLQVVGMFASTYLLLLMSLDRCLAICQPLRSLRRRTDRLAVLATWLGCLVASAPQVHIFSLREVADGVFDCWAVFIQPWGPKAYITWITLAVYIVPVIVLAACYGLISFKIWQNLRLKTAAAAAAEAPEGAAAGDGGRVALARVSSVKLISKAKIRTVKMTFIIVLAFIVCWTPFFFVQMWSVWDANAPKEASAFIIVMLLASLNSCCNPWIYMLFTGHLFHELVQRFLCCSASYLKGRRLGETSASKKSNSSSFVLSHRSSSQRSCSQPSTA
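Assay system: CHO cell line stably expressing human OTR | Also added: Oxytocin at about EC15, sub-maximal agonist stimulus | Times: Compound 6 min at room temperature before oxytocin, 100 s read | Measured by: Fluo-8 intracellular calcium fluorescence, ex 470-495, em 515-575 nm | Controls: EC15 oxytocin alone as 0%, 75 nM oxytocin as 100%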
M1 PAM parental: nonselective calcium activators in parental CHO-K1 cells, primary screen, counter-screen for M1 PAM project, cell-based, Fluo-8 calcium fluorescence, full deck, 1536-well. AID 602247, 2012. ATP EC20; 0% at ATP EC20, 100% at ATP max. activation, % at 3 µM. hit rate 0.02% among 360,000;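 active means activation above the run cutoff, the mean activation of all test compounds plus 3 SD, cut at about 40% in these data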;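 further: peak over basal fluorescence ratio in a 140 s read after ATP addition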
CHO parental Ca: ATP-evoked calcium signal inhibitors, parental CHO, primary screen, counter-screen for OX1R antagonist project, cell-based, fluorescence, Fluo-8 calcium dye. parental CHO-K1, ATP-induced calcium, Fluo-8 fluorescence. AID 463079, 2010. inhibition, % at 5.6 µM. hit rate 0.63% among 330,000;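 active means inhibition above that plate's mean sample inhibition plus 3 SD, cut at about 26% in these data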;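 further: 0% = ATP-challenged DMSO wells and 100% = DMSO wells without ATP; some compounds past the cut are filed as inactive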
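Assay system – parental CHO cells · Reagent – ATP stimulus · Detection – intracellular calcium via Fluo-8 no-wash fluorescent dye · Evaluation – percent inhibition of ATP-evoked calcium rise, normalized to controls · Controls – ATP wells versus no-ATP DMSO wells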
M1 ag parental: counter-screen for M1 agonists: effect in parental CHO-K1 cells; Fluo-8 calcium fluorescence; scaled to maximal ATP response, vehicle zero; activation, % at 3 µM; hit rate 0.48% among 360,000; in the data active means activation above about 15%;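 further: untransfected CHO-K1 host cells lacking M1 receptor as counterscreen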
Starred values were filed as active, the others as inactive; . = no result given.

SMILES	TAAR1 ag	CHO-K1 Ca antag	CHRM1 antagonist	TAAR1 antag	CHRM1 agonist	OXTR potentiate	M1 PAM parental	CHO parental Ca	M1 ag parental
Cc1ccc2[nH]c(C)c(CCNC(=O)C3CCCCC3C(=O)OCC(F)(F)F)c2c1 (stereo not given)	0	-18	-13	-2	-7	1	15	-25	0.4
CCOc1cc(C(=S)N2CCCC2)ccc1OCC(=O)Nc1c(C)cc(C)cc1C	2	22	20	-27	-3	2	-7	-21	-0.3
CC(Sc1nnc(-c2ccc(C(C)(C)C)cc2)n1C)C(N)=O (stereo not given)	7	-6	-9	-13	-3	-8	6	-10	0.1
CCCCN(C(=O)c1cc2c(s1)CCC2)c1c(N)n(CC(C)C)c(=O)[nH]c1=O	-1	-17	6	-28	1	6	-3	-8	0.0
COc1ccc(NC(=O)c2cc(C3CCCCN3C(=O)Cc3ccc(N(C)C)cc3)on2)c(C)c1 (stereo not given)	7	1	-7	-15	-1	.	28	.	8.5
CCCCc1c(Cc2ccccc2)ncn1CCc1ccccc1OC	49*	2	.	55*	.	.	-4	.	5.1
N#Cc1ccccc1OCC(=O)Nc1ccc(N2CCOCC2)cc1N1CCOCC1	1	-3	0	-2	-1	-1	14	-13	0.5
O=NC1=C(c2c(O)[nH]c3ccccc23)CCCC1	-2	-5	3	-9	-5	1	10	-9	2.5
COc1cc(NC(=S)NC(C)=O)ccc1NC(=O)C(C)C	2	0	-9	0	0	-10	-5	-2	-0.3
c1ccc(CO/N=C(\c2ccc(C3CC3)nc2)C2CC2)cc1	7	-13	3	-22	-4	-8	-7	-9	0.0
Cc1c(N=O)c(-c2ccccc2)n(O)[n+]1[O-]	-1	-2	-10	-9	-4	.	12	.	0.4
CN(C)S(=O)(=O)c1cccc(C(=O)N2CCN(Cc3ccccc3)CC2)c1	10	-12	-12	-6	-3	1	8	-15	0.7
CC(=O)Nc1cc(C(=O)N2CCN(C)CC2)ccc1Sc1ccc(C)cc1	11	-10	-11	3	-5	-10	9	-7	0.1
CCc1nnc(NC(=O)CSc2nnnn2C)s1	1	-10	5	-8	-4	-8	2	-5	0.2
COc1ccc(CN(C)C(=O)c2cc(-c3ccc(OC)c(OC)c3)nc3ccccc23)c(OC)c1	1	6	29*	80*	-2	.	3	.	4.7
COc1ccc(-c2nc(NC(=O)c3nc4nccc(C)n4n3)sc2C)cc1	2	-9	-3	16	-3	-11	8	0	1.3
O=C(N/N=C/c1ccc(O)c(O)c1)NC12CC3CC(CC(C3)C1)C2	8	-2	1	-18	4	-22	-5	-8	2.5
COc1cccc(CN2CCC2(C)C(=O)Nc2ccc(Cl)c(Cl)c2)c1F (stereo not given)	5	-14	-15	29	-7	.	11	.	0.4
S=C(c1ccc(-c2ccc(Br)cc2)o1)N1CCCCC1	-1	-11	-4	-5	-4	-1	11	-27	0.2
CC(C)CNC(=S)Nc1ccccc1F	2	5	12	-4	-5	0	5	2	0.0
CC(C(=O)N=Nc1c(O)[nH]c2ccccc12)n1cnc2ccccc2c1=O (stereo not given)	0	-10	4	-27	-5	0	12	-15	0.9
Cc1nn(-c2ccccc2)c(NC(=O)c2cccs2)c(-c2ccccc2)c1=O	30	-3	-10	-10	-7	0	1	-5	0.4
COC(=O)CSc1nnc(CNS(=O)(=O)c2ccc(Br)cc2)n1C	10	-4	-7	4	-8	3	22	11	14
Cc1c(OC(C)C(=O)O)ccc2c(-c3ccccc3)cc(=O)oc12 (stereo not given)	0	-9	-6	5	-3	-3	0	3	0.8
COc1ccc(C(=O)c2ccc(Cl)cc2)c2ccccc12	17	-3	-19	11	-4	-3	24	-22	0.7
Other compounds:
SMILES	TAAR1 ag	CHO-K1 Ca antag	CHRM1 antagonist	TAAR1 antag	CHRM1 agonist	OXTR potentiate	M1 PAM parental	CHO parental Ca	M1 ag parental
N/C(=N\OC(=O)COc1ccc(Cl)cc1Cl)c1cccnc1	1	-10	-4	-6	-10	-11	20	-11	0.1
CC(OC(=O)CN1C(=O)NC(C)(C)C1=O)C(=O)c1ccccc1 (stereo not given)	0	-14	-10	14	-1	-9	21	-11	-0.1
O=C(CN1C(=O)C(c2ccccc2)Oc2cccnc21)NCc1ccccc1F (stereo not given)	5	-5	-8	-26	0	-9	17	-26	3.0
CCCCn1c(N)c(N(CC(C)C)C(=O)c2ccc(C)o2)c(=O)[nH]c1=O	11	-5	-3	-1	0	-7	24	-2	0.3
CC(C(=O)N1CCCc2ccccc21)N1CCN(c2ccccn2)CC1 (stereo not given)	2	-12	-14	-18	-5	-5	11	3	1.8
COc1cccc(N2C(=O)C(Cc3c[nH]c4ccccc34)NC2=S)c1 (stereo not given)	1	-6	-2	-9	-6	-5	18	1	0.4
N#CC(C(N)=O)=C1CCC2(CC1)OCCCCO2	9	-4	-5	-3	-3	-1	13	10	0.1
Cc1cc(OCC(=O)N(Cc2ccco2)C2CCS(=O)(=O)C2)cc(C)c1Cl (stereo not given)	7	-21	-16	-23	-2	-12	24	-5	3.6
COc1cc2c(cc1OC)C(c1ccccc1OC(C)C)CC(=O)N2 (stereo not given)	-3	-15	-16	-20	7	-2	15	-18	1.1
O=C(N/N=C/c1ccccc1OC(=O)c1ccc2c(c1)OCO2)c1cccc(F)c1	3	-1	-7	-22	-7	-3	7	-15	1.6
CCC(C)NC(=O)CCS(=O)(=O)c1ccc(Br)s1 (stereo not given)	5	-5	0	-16	-3	-3	3	5	0.1
O=C1Nc2ccccc2/C1=N\N1CCOCC1	2	-4	-8	-3	-2	-3	9	-5	0.3
CC(NC(=O)CN1C(=O)NC2(CCCCCC2)C1=O)c1ccccc1Cl (stereo not given)	14	6	4	-1	0	-7	-10	-8	0.0
COC(=O)CN1C(=O)COc2ccc(S(=O)(=O)N3CCCC3)cc21	1	-2	-7	-9	-3	-4	-4	3	3.4
NC(=O)c1oc2ccccc2c1NC(=O)c1ccc(F)cc1	5	27*	62*	7	-6	-7	-8	-16	0.3
C=CCn1c(SCCCc2ccccc2)nc2c1c(=O)[nH]c(=O)n2C	1	0	4	22	1	-5	17	-10	3.7
CCOC(=O)c1cnc(-n2nc(C)cc2C)nc1Nc1ccc(OC)cc1	-1	11	-2	7	-3	-12	-5	-21	-0.2
Cc1nnc(Sc2nc3c(c(=O)[nH]c(=O)n3C)n2CCc2ccccc2)s1	0	-3	-4	2	0	-1	3	-1	-0.1
COc1ccc(C)cc1S(=O)(=O)N1CCCC(C(=O)NC2CC2)C1 (stereo not given)	3	9	-12	-22	-2	-7	1	-11	9.5
O=C(CSc1nnc2ccc(-c3cccnc3)nn12)Nc1ccc(F)cc1F	1	-11	-5	-25	-3	0	19	-3	0.8
S=c1[nH]nc(Cc2cccs2)n1-c1cccc2ccccc12	1	-5	-14	6	-14	-8	15	-11	0.1
CCN(CC)CCN1C(=O)C2C(C(=O)Nc3ccc(C(C)C)cc3)C3C=CC2(O3)C1C(=O)NC1CCCCC1 (stereo not given)	-1	-11	-17	-3	-1	-3	17	-16	6.2
CN(C)CCNC(=O)c1ccc(CS(=O)(=O)c2ccc(Br)cc2)o1	2	9	-24	-29	-10	4	15	-10	0.2
Cc1cccc(C(=O)O[C@H]2[C@H](Cc3ccccc3)NS(=O)(=O)[C@H]3CC4C=C[C@]23O4)c1	3	-9	-2	-7	0	2	4	-5	0.3
CCNC(=S)Nc1cc(OCC)c(N2CCOCC2)cc1OCC	4	13	15	7	-5	-2	-11	-3	0.1
CN(CCC#N)C(=O)COC(=O)c1ccc2[nH]c3c(c2c1)CCCC3	-1	8	11	-8	-5	0	12	-7	4.3
COc1cc(/C=C/C(=O)NCc2ccccn2)cc(OC)c1OC	3	-8	-13	-9	-5	-5	21	-10	1.9
O=C1c2ccccc2C(c2nnnn2-c2ccc3c(c2)OCCO3)N1Cc1ccccc1 (stereo not given)	3	-17	.	-6	.	.	7	.	0.9

Record cards, as listed above. Order of screens: TAAR1 ag | CHO-K1 Ca antag | CHRM1 antagonist | TAAR1 antag | CHRM1 agonist | OXTR potentiate | M1 PAM parental | CHO parental Ca | M1 ag parental
`O=C1c2ccccc2C(c2nnnn2-c2ccc3c(c2)OCCO3)N1Cc1ccccc1` (stereo not given) as listed: 3 | -17 | . | -6 | . | . | 7 | . | 0.9
`CC(C(=O)N1CCCc2ccccc21)N1CCN(c2ccccn2)CC1` (stereo not given) as listed: 2 | -12 | -14 | -18 | -5 | -5 | 11 | 3 | 1.8

Grouped by structure, the compounds so far with an NH in an aromatic ring.
SMILES	TAAR1 ag	CHO-K1 Ca antag	CHRM1 antagonist	TAAR1 antag	CHRM1 agonist	OXTR potentiate	M1 PAM parental	CHO parental Ca	M1 ag parental
Cc1ccc2[nH]c(C)c(CCNC(=O)C3CCCCC3C(=O)OCC(F)(F)F)c2c1 (stereo not given)	0	-18	-13	-2	-7	1	15	-25	0.4
CCCCN(C(=O)c1cc2c(s1)CCC2)c1c(N)n(CC(C)C)c(=O)[nH]c1=O	-1	-17	6	-28	1	6	-3	-8	0.0
O=NC1=C(c2c(O)[nH]c3ccccc23)CCCC1	-2	-5	3	-9	-5	1	10	-9	2.5
CC(C(=O)N=Nc1c(O)[nH]c2ccccc12)n1cnc2ccccc2c1=O (stereo not given)	0	-10	4	-27	-5	0	12	-15	0.9
CCCCn1c(N)c(N(CC(C)C)C(=O)c2ccc(C)o2)c(=O)[nH]c1=O	11	-5	-3	-1	0	-7	24	-2	0.3
COc1cccc(N2C(=O)C(Cc3c[nH]c4ccccc34)NC2=S)c1 (stereo not given)	1	-6	-2	-9	-6	-5	18	1	0.4
C=CCn1c(SCCCc2ccccc2)nc2c1c(=O)[nH]c(=O)n2C	1	0	4	22	1	-5	17	-10	3.7
Cc1nnc(Sc2nc3c(c(=O)[nH]c(=O)n3C)n2CCc2ccccc2)s1	0	-3	-4	2	0	-1	3	-1	-0.1
S=c1[nH]nc(Cc2cccs2)n1-c1cccc2ccccc12	1	-5	-14	6	-14	-8	15	-11	0.1
CN(CCC#N)C(=O)COC(=O)c1ccc2[nH]c3c(c2c1)CCCC3	-1	8	11	-8	-5	0	12	-7	4.3

Screens as filed in PubChem BioAssay.
